# High-throughput results: PubChem, several laboratories
# Wnt bcat act: Wnt/beta-catenin pathway activators, primary screen, cell-based, plate reader, single point; Wnt/beta-catenin reporter cell assay, activator; activation, % at 9.35 µM; 300,000 compounds, 1.2% hits; AID 743398, 2014; in the data active means activation above about 30%, passing the limit was not always enough;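 further: 0% = neutral control wells and 100% = positive control wells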
# V-ATPase pHluor: regulators of yeast V-ATPase proton pumping, primary screen, pHLuorin cytosolic pH fluorescence; response, % at 10 µM; AID 504577, 2011; 350,000 compounds, 0.37% hits; S. cerevisiae; in the data active means response mostly above about 7.3%, no sharp cut-off; inactive means mostly below about 5.4%; further: actives read high; inactives centre near 0; some compounds called inactive have numbers as strong as hits; reference of the scale not given here
# * hit, by the source's call. Some of the compounds tested; the hit share may differ from the screen's.
mol,Wnt bcat act,V-ATPase pHluor
C[C@@H]1CCCCO[C@H](CN(C)Cc2ccccc2)[C@@H](C)CN([C@H](C)CO)C(=O)c2cc(NC(=O)c3ccccc3)ccc2O1,-2,1
C[C@@H]1CN([C@@H](C)CO)C(=O)CCCn2cc(nn2)CO[C@H]1CN(C)S(=O)(=O)c1cccc(C#N)c1,-1,1
CSC[C@H]1CN(c2ccccc2)C(=O)[C@@H]1CC(=O)Nc1ccc(Br)cc1,-1,-2
O=C(OCc1cn([C@@H]2CN(CC3CCCCC3)[C@@H](c3ccc(Cl)cc3)C[C@H]2O)nn1)c1ccccc1,-1,0
O=C(C1CCCCC1)N1C[C@H](O)[C@@H](n2cc(C3CC3)nn2)C[C@@H]1c1ccccc1,-2,-2
COc1ccc(-c2cc3nc(-c4ccccc4)cc(N4CCN(C(=O)c5ccsc5)CC4)n3n2)cc1,-2,1
C[C@H]1CN([C@@H](C)CO)C(=O)CCCn2nncc2CO[C@H]1CN(C)C(=O)Nc1cccc(Oc2ccccn2)c1,-1,1
Cc1ccc(-c2ccc(C3=CC(=O)CC(C)(C)C3=O)cc2)cc1,1,1
CC(C)C1C(=O)N(Cc2cn(Cc3ccco3)nn2)CCS(=O)(=O)N1Cc1ccc(-c2ccc(F)cc2)cc1 (centres undefined),-3,1
O=C(CC1CC1)Nc1ccc2c(c1)[C@H]1C[C@H](CC(=O)N3CCc4ccccc4C3)O[C@@H](CO)[C@H]1O2,-2,-3
C[C@H]1CN([C@@H](C)CO)C(=O)CCCn2cc(nn2)CO[C@@H]1CN(C)C(=O)C1CCCCC1,-3,0
CC(C)OC(=O)N(C)C[C@H]1OCc2cnnn2CCCC(=O)N([C@H](C)CO)C[C@@H]1C,0,-3
CC(C)OC(=O)N(C)C[C@H]1OCc2cnnn2CCCC(=O)N([C@H](C)CO)C[C@H]1C,-1,0
CCn1c(O)c(N=NC(=O)CNC(=O)c2cccnc2)c2ccccc21,-3,1
C[C@H]1CN([C@@H](C)CO)C(=O)CCCn2cc(nn2)CO[C@@H]1CN(C)S(=O)(=O)c1ccc2c(c1)OCCCO2,-6,-1
COc1ccc(-c2ccc(CN3C(C)C(=O)N(Cc4cn(CCC5OCCO5)nn4)CCS3(=O)=O)cc2)cc1 (centres undefined),0,0
Cc1cccc(S(=O)(=O)N(C)C[C@@H]2OCc3cnnn3CCCC(=O)N([C@@H](C)CO)C[C@@H]2C)c1,-2,-4
CCOc1ccc(N=Cc2ccc([N+](=O)[O-])cc2)c(O)c1,13,4
COc1ccc(Cl)cc1C(=O)NNC(=O)CCNC(=O)c1ccccc1,-2,-3
CCCCCCN1C[C@H](n2cc(COC(=O)c3ccccc3)nn2)[C@@H](O)C[C@@H]1c1ccc(C)cc1,-1,2

# 3 structures already listed, sorted by heavy-atom count, highest first:
mol,Wnt bcat act,V-ATPase pHluor
O=C(OCc1cn([C@@H]2CN(CC3CCCCC3)[C@@H](c3ccc(Cl)cc3)C[C@H]2O)nn1)c1ccccc1,-1,0
Cc1cccc(S(=O)(=O)N(C)C[C@@H]2OCc3cnnn3CCCC(=O)N([C@@H](C)CO)C[C@@H]2C)c1,-2,-4
C[C@H]1CN([C@@H](C)CO)C(=O)CCCn2cc(nn2)CO[C@@H]1CN(C)C(=O)C1CCCCC1,-3,0

# Remaining list, next part:
mol,Wnt bcat act,V-ATPase pHluor
CCOc1ccc(-n2c(=S)sc3c(=O)[nH]c(SCC(=O)NC4CCCCC4)nc32)cc1,-6,-1
COc1cccc(S(=O)(=O)N(C)C[C@H]2Oc3cc(Br)ccc3S(=O)(=O)N([C@@H](C)CO)C[C@H]2C)c1,-2,-4
C[C@@H]1CN([C@@H](C)CO)C(=O)CCCn2nncc2CO[C@@H]1CN(C)C(=O)C1CCCCC1,-1,0
CC(C)(C)OC(=O)N1CCc2onc(-c3ccc(N)cc3)c2C1=O,-1,2
COc1ccc(S(=O)(=O)Nc2ccc3c(c2)C(=O)N([C@H](C)CO)C[C@H](C)[C@@H](CN(C)C(=O)Nc2ccc(F)cc2)OCCCC[C@H](C)O3)cc1,0,5
N#Cc1ccc(-c2nc3ccc(Br)cn3c2Cc2ccccc2)cc1,3,-1
COC(=O)C[C@@H]1C[C@H]2c3cc(NC(=O)Nc4ccccc4F)ccc3O[C@H]2[C@H](CO)O1,2,1
C[C@@H]1CCCCO[C@H](CN(C)S(=O)(=O)c2cccs2)[C@@H](C)CN([C@H](C)CO)C(=O)c2cc(NC(=O)Nc3ccc4c(c3)OCO4)ccc2O1,-2,-2
C#CCN(C[C@@H]1[C@@H](OC(=O)NCc2ccc(OC)c(OC)c2)[C@@H](OC(=O)NCc2ccc(OC)c(OC)c2)Cn2c(=O)ccc(=O)n21)S(=O)(=O)c1ccc(C)cc1,-2,-2
COc1ccc([C@H]2N[C@]3(CCCN(Cc4ccc(C(F)(F)F)cc4)C3=O)[C@H]3C(=O)N(Cc4ccccc4)C(=O)[C@@H]23)cc1,-3,-3
C[C@@H](NC(=O)c1[nH]cnc1C(=O)Nc1ccccc1F)c1ccccc1,-2,-1
CC(C)OC(=O)N(C)C[C@@H]1OCc2cnnn2CCCC(=O)N([C@@H](C)CO)C[C@H]1C,-1,-2
C[C@@H]1CN([C@@H](C)CO)C(=O)CCCn2nncc2CO[C@@H]1CN(C)C(=O)c1ccc2ccn(C)c2c1,-1,0
C[C@@H]1CCCCO[C@H](CN(C)S(=O)(=O)c2cccs2)[C@H](C)CN([C@@H](C)CO)C(=O)c2cc(NC(=O)NC3CCCCC3)ccc2O1,-2,2
COC(=O)C[C@H]1C[C@@H]2c3cc(NS(=O)(=O)c4ccc(OC)cc4)ccc3O[C@@H]2[C@H](CO)O1,-1,4
CCN(CC)C(=O)C1=C(C)N(Cc2ccc(OC)cc2)C(=O)C(CC(=O)NC2CCCC2)C1 (centres undefined),-1,3
CCCCN1C[C@H](Cc2ccccc2)[C@@H](CC(=O)Nc2ccc(OC)cc2)C1=O,-1,0
C[C@H](CO)N1C[C@H](C)[C@@H](CN(C)Cc2ccc3c(c2)OCCN3C)OCc2cnnn2CCCC1=O,-1,1
COc1ccc([C@H]2C(C#N)=C([S-])N[C@](C)(O)[C@@H]2[n+]2ccccc2)cc1,0,-5
CC1=C(C(=O)N(C(C)C)C(C)C)CC(CC(=O)NCCc2ccccn2)C(=O)N1Cc1ccccc1 (centres undefined),-2,0
CC(C)(C)Cc1c(-c2ccccc2)nc2ccc(Cl)cn12,-12,0
CCCCCCN1C[C@@H](n2cc(-c3ccc(F)cc3)nn2)[C@H](O)C[C@@H]1c1ccc(OC)cc1,-3,4
COc1ccc([C@H]2C[C@H](O)[C@@H](n3cc(-c4ccc(F)cc4)nn3)CN2Cc2cccs2)cc1,-4,1
C[C@H]1CN([C@@H](C)CO)C(=O)c2cc(Br)cnc2O[C@H]1CN(C)C(=O)C1CCC1,-1,1
CCN(CC)CCCC(C)n1c(C)cc(C(=O)NS(=O)(=O)c2ccc(C)cc2)c1C (centres undefined),-4,1
Clc1ccccc1NN(Cc1ccncc1)c1ccccc1Cl,-3,4
C[C@H](CO)NC(=O)c1[nH]cnc1C(=O)Nc1ccc(CNC(=O)OC(C)(C)C)cc1,-3,-1
CC1C(=O)N(Cc2cn(Cc3ccco3)nn2)CCS(=O)(=O)N1Cc1ccc(-c2ccccc2)cc1 (centres undefined),-2,0
CSc1ncnc2c1ncn2CCCNCc1ccc2c(c1)OCO2,-2,-4
O=C(C[C@H]1C[C@@H]2c3cc(NC(=O)Nc4ccccc4F)ccc3O[C@@H]2[C@H](CO)O1)NCc1ccccn1,-2,-1
C[C@H]1CN([C@@H](C)CO)C(=O)CCCn2nncc2CO[C@H]1CN(C)C(=O)Nc1ccc2c(c1)OCO2,0,-4
CCN(CC)C(=O)C1=C(C)N(Cc2ccccc2)C(=O)C(CC(=O)NC2CCCCC2)C1 (centres undefined),-1,2
C[C@@H]1CCCCO[C@@H](CN(C)S(=O)(=O)c2ccccc2)[C@@H](C)CN([C@H](C)CO)C(=O)c2cc(N(C)C)ccc2O1,-5,0
CCCCCCN1C[C@H](O)[C@@H](n2cc(COC(=O)c3ccccc3)nn2)C[C@@H]1c1ccc(C)cc1,-1,-2
Cc1ccccc1S(=O)(=O)N(C)C[C@@H]1OCc2ccccc2-c2c(n(C)c3ccccc23)C(=O)N([C@H](C)CO)C[C@@H]1C,-3,3
C[C@@H]1CN([C@H](C)CO)C(=O)CCCn2nncc2CO[C@H]1CN(C)Cc1ccccc1C(=O)O,-3,-3
C[C@H](CO)N1C[C@H](C)[C@@H](CN(C)C(=O)c2ccc3ccn(C)c3c2)OCc2cnnn2CCCC1=O,-1,1
Cc1cccc(NC(=O)c2nc[nH]c2C(=O)Nc2cc(Br)ccc2F)c1,-1,-1
C[C@H](CO)N1C[C@H](C)[C@H](CN(C)S(=O)(=O)c2cccc(F)c2)Oc2ncc(-c3cccc(C(=O)N(C)C)c3)cc2C1=O,-2,-4
O[C@H]1CN(Cc2cccs2)[C@@H](c2ccccc2)C[C@@H]1n1cc(-c2ccc(F)cc2)nn1,1,0

# Entries shown so far with a cyano group:
mol,Wnt bcat act,V-ATPase pHluor
C[C@@H]1CN([C@@H](C)CO)C(=O)CCCn2cc(nn2)CO[C@H]1CN(C)S(=O)(=O)c1cccc(C#N)c1,-1,1
N#Cc1ccc(-c2nc3ccc(Br)cn3c2Cc2ccccc2)cc1,3,-1
COc1ccc([C@H]2C(C#N)=C([S-])N[C@](C)(O)[C@@H]2[n+]2ccccc2)cc1,0,-5

# The listing continues.
mol,Wnt bcat act,V-ATPase pHluor
COc1cccc(S(=O)(=O)N(C)C[C@@H]2OCc3cnnn3CCCC(=O)N([C@@H](C)CO)C[C@H]2C)c1,1,1
Cc1cccc(S(=O)(=O)N(C)C[C@H]2OCc3cn(nn3)CCCC(=O)N([C@H](C)CO)C[C@@H]2C)c1,-2,4.9*
O=C(c1cccs1)N1C[C@@H](n2cc(C3CC3)nn2)[C@H](O)C[C@@H]1c1ccccc1,0,0
C[C@@H]1CN([C@H](C)CO)C(=O)CCCn2cc(nn2)CO[C@H]1CN(C)C(=O)Nc1cccc(Oc2ccccn2)c1,0,1
CC(C)(C)OC(=O)N1CCN(C(=O)c2ncn3c2c(=O)[nH]c2ccccc23)CC1,0,-3
C/C=C/c1cnc2c(c1)C(=O)N([C@H](C)CO)C[C@H](C)[C@@H](CN(C)C(=O)CN1CCOCC1)O2,3,0
CCC[C@H]1CN(c2ccccc2)C(=O)[C@@H]1CC(=O)Nc1ccc(Br)cc1,-2,0
C[C@H]1CN([C@@H](C)CO)C(=O)CCCn2cc(nn2)CO[C@@H]1CN(C)C(=O)Nc1ccc2c(c1)OCCO2,5,4
CC(=O)Nc1ccc(NC(=O)CSc2nnc(NC(=O)c3ccccc3F)s2)cc1,-2,0
C[C@@H]1CN([C@H](C)CO)S(=O)(=O)c2ccc(C#Cc3ccccc3F)cc2O[C@H]1CN(C)C(=O)c1ccc2c(c1)OCO2,-2,1
COc1ccc(-c2ccc(CN3C(C)C(=O)N(Cc4cn(Cc5ccco5)nn4)CCS3(=O)=O)cc2)cc1 (centres undefined),-5,3
CCCCCCn1c(=O)n2n(c1=O)[C@@H]1CN(S(=O)(=O)c3ccc(C)cc3)C[C@]1(O)[C@@H](OC(=O)NCC1CCCCC1)C2,-5,-1
Cc1cn([C@H]2C[C@H](O)[C@@H](CNC=O)O2)c(=O)[nH]c1=O,4,-1
CCN(CC)C(=O)C1=C(C)N(Cc2ccc(OC)cc2)C(=O)C(CC(=O)NCCc2ccccn2)C1 (centres undefined),-1,-1
CC1=NN(c2ccccc2)C(=O)C1=Cc1ccccc1,1,2
CCN1C(=O)[C@H]2[C@@H](c3ccc(C(F)(F)F)cc3)N[C@]3(CCCN(Cc4ccc(Cl)cc4)C3=O)[C@H]2C1=O,-1,1
C[C@H](CO)N1C[C@H](C)[C@@H](CN(C)Cc2ccccc2F)Oc2ncc(Br)cc2C1=O,-1,3
C[C@@H]1CN([C@@H](C)CO)C(=O)c2cc(N(C)C)ccc2O[C@@H](C)CCCCO[C@@H]1CN(C)S(=O)(=O)c1cccs1,-2,-1
C[C@H](CO)N1C[C@H](C)[C@@H](CN(C)C(=O)Oc2ccccc2)OCc2cn(nn2)CCCC1=O,1,2
COC(=O)[C@H]1C[C@H](OC(=O)NCc2ccco2)[C@@]2(O)CN(S(=O)(=O)c3ccc(C)cc3)CC2[C@H]1C(=O)OC (some centres undefined),-1,1
CSC[C@H]1CN(Cc2ccccc2)C(=O)[C@@H]1CC(=O)Nc1ccc(Br)cc1,-2,0
COc1ccc(CNC(=O)N2[C@H]3CC[C@@H]2C=C(c2ccc(F)cc2OCc2ccccc2)C3)cc1OC,-3,-1
Cc1ccc(S(=O)(=O)N2C[C@H]3n4c(=O)ccc(=O)n4C[C@H](OC(=O)NC4CCCC4)[C@@]3(O)C2)cc1,-3,0
CC(C)C1C(=O)N(Cc2cn(CCC3OCCCO3)nn2)CCS(=O)(=O)N1Cc1ccc(-c2ccncc2)cc1 (centres undefined),-1,1
Cc1noc(C)c1S(=O)(=O)N(C)C[C@H]1OCc2cn(nn2)CCCC(=O)N([C@H](C)CO)C[C@@H]1C,0,-5
CCc1cc(-c2nnn(-c3cc(C(C)C)ccc3C)c2CC)ccc1-c1cn(CCc2c[nH]c3ccccc23)nn1,-9,0
C[C@@H]1CC[C@H](Cc2ccc(-n3cccc3)cc2)N1C(=O)OC(C)(C)C,-2,-2
COc1ccccc1S(=O)(=O)N(C)C[C@@H]1OCc2cnnn2CCCC(=O)N([C@@H](C)CO)C[C@H]1C,0,0
COc1ccc(C(=O)N(C)[C@H]2C[C@H]3c4[nH]c5ccccc5c4CCN3C(=O)[C@H]2CO)cc1,-2,5
